APE1 inh – blocks human APE1 abasic DNA cleavage. 0.35% of 350,000 active. recombinant APE1, TAMRA/BHQ-2 abasic DNA cleavage fluorescence. P27695. Potency, µM (top dose mostly 65.8 µM), inactives show at the highest dose activity change, negative = inhibition, usual class: inhibitors;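 further: potency means the concentration at half of the fitted maximal effect; plate controls were vehicle for no effect and reference inhibitor for full effect; nearly all actives have a fitted effect of over 55% in size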
Target sequence (P27695 whole entry, looked up): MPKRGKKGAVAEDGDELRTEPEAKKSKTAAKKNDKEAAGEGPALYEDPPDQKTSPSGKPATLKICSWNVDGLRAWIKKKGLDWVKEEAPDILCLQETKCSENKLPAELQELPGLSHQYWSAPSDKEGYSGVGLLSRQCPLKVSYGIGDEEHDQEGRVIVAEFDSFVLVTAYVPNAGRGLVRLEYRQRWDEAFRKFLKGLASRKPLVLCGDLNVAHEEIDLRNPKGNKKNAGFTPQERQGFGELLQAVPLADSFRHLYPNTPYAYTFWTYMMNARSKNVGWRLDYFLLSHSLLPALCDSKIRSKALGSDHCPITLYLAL
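Readout is kinetic fluorescence (ex 525, em 598 nm) from cleavage of 50 nM TAMRA/BHQ-2 THF abasic duplex by 0.75 nM APE1, compound added 15 min beforehand at RT.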
Pol kappa inh – inhibitors of human DNA polymerase kappa; purified Pol kappa, fluorescent DNA synthesis assay, 10 min; Q9UBT6; 0.53% of 400,000 active; Potency, µM (highest dose often 107 µM), for the others: top-dose activity, negative = inhibition, actives largely listed as inhibitors; further: potency means the concentration at half of the fitted maximal effect; on the % scale 0 is the no-effect control and ±100 the full control effect
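Here, compound and 10 nM enzyme are combined for 15 min at room temperature; adding 50 nM substrate (final) starts DNA synthesis, tracked by fluorescence at 0 and 10 min against buffer-only wells.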
RGS4 inh – blocks human RGS4-accelerated GTP hydrolysis. P49798. Transcreener GDP fluorescence polarization, RGS4-accelerated GTP hydrolysis. Potency, µM (top dose mostly 114 µM), inactives show top-dose activity change, negative = inhibition, most hits filed as inhibitors. 0.039% of 390,000 active. AID 504845; further: potency means the concentration at half of the fitted maximal effect; on the % scale 0 is the no-effect control and ±100 the full control effect; nearly all actives have a fitted effect of over 75% in size; some results filed as inactive show a strong effect at the top dose
Target sequence (P49798 whole entry, looked up): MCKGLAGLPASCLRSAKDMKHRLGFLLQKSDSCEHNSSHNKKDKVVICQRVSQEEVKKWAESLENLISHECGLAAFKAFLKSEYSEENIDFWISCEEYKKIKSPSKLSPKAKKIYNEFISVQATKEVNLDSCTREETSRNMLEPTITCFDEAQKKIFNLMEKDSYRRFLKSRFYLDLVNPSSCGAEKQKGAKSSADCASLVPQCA
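MLSMR compounds (23 nl, pin-transferred) preincubated 10 min at room temperature with a 500nM (2x) first reagent, then RGS4 at 900nM (2x) plus Transcreener GDP mix added; fluorescence polarization (620/688 nm) read before and after 90 min at 30 °C.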
LDHA block – blocks human lactate dehydrogenase A; P00338; purified LDHA, NADH/diaphorase-resazurin fluorescence; hits give low values; activity change, % (values are at about 110 or 230 µM); 0.15% of 480,000 active; AID 1347041; in the data active means activity change below about -30%; inconclusive means mostly about -25% to -30%;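 further: plate controls were DMSO wells for no effect and wells without enzyme for full effect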
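Enzyme activity of human lactate dehydrogenase 5 (2 nM; 0.06 mM NADH, 0.2 mM pyruvate, 5 min, RT) is measured via a resazurin/diaphorase fluorescence readout of residual NADH.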
ALOX12 inh – blocks human arachidonate 12S-lipoxygenase. P18054. purified 12hLO, xylenol orange hydroperoxide absorbance. Potency, µM (titrated, usually from 108 µM), without a hit: at the highest dose activity change, negative = inhibition, hits mostly inhibitors. 1.1% of 580,000 active. AID 1671190; further: potency means the concentration at half of the fitted maximal effect; on the % scale 0 is the no-effect control and ±100 the full control effect
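Hydroperoxide product was detected by ferrous iron/xylenol orange as the 573 to 405 nm absorbance ratio. Arachidonic acid at 40 uM (final) was turned over for 30 min at room temperature by 150 nM human 12hLO, pH 7.0 Hepes buffer, after 15 min compound preincubation.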
POLB inh – DNA polymerase beta (human) inhibition. 1.3% of 340,000 active. Potency, µM (series often up to 114 µM), inactives show at the highest dose activity change, negative = inhibition, usual class: inhibitors. Pol beta primer extension/strand displacement, fluorescence kinetic. P06746; further: potency means the concentration at half of the fitted maximal effect; on the % scale 0 is the no-effect control and ±100 the full control effect
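Preincubation: enzyme (10 nM) with compound, 15 min, RT. Reaction: substrate added to 50 nM final. Reads: 0 and 10 min. Analysis: normalized, Hill fit.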
ERG Ets-DNA blk – ERG Ets/DNA interaction inhibition; Potency, µM (titrated, usually from 76.9 µM), for the others: at the top dose FP activity, negative = inhibition, actives largely listed as inhibitors; P11308; AID 624246; fluorescence polarization, His-ERG Ets domain / labelled DNA; 0.028% of 370,000 active; active means well fitted inhibition curve with a large enough effect in the polarisation, with a control signal flat; inconclusive means small, poorly fitted or top-dose-only effect, or effect the other way, or a change in a side signal; inactive means no such curve, though single readings can be large or run the other way; the % refers to the polarisation;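 further: polarization taken with two DNA probes labelled with fluorescein and Texas red; potency means the concentration at half of the fitted maximal effect; % of control where 0% means no effect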
Target sequence (P11308 whole entry, looked up, the tested form may be a part): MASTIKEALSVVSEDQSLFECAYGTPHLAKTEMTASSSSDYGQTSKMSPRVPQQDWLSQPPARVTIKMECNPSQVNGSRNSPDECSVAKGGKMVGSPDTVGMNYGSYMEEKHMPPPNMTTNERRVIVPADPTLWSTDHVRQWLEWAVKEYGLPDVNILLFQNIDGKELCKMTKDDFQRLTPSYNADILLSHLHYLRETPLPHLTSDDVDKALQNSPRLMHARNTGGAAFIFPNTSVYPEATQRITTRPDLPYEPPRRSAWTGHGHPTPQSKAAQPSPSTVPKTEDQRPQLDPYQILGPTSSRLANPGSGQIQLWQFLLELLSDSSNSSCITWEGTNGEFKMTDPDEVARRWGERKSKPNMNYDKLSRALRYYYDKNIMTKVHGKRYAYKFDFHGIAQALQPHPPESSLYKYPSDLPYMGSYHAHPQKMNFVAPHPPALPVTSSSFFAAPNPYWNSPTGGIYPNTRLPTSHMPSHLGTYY
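His-tagged ERG Ets domain (1 uM in the protein solution; 300mM KCl, 50mM Tris-HCl, 1mM EDTA, 1mM DTT, pH 7.5) received compound, then a probe mix of 5 nM fluorescein-DNA and 100nM Texas-615-DNA. Fluorescence polarization was read for both dyes.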
Anesthetic bind – candidate novel general anesthetic via apoferritin binding. P02791. apoferritin/1-aminoanthracene competitive binding, fluorescence. Potency, µM (highest dose often 77.5 µM), inactives show at the top dose activity change, negative = displacement, hits mostly inhibitors. 0.074% of 350,000 active; further: potency means the concentration at half of the fitted maximal effect; on the % scale 0 is the no-effect control and ±100 the full control effect; nearly all actives have a fitted effect of over 20% in size
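Steps: apoferritin (10 uM) was premixed with half-saturated 1-AMA in PBS, compounds were pin-transferred, plates stood 10 min at room temperature, fluorescence was read at 380/535 nm, and curves were fitted with a Hill equation.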
POLH inh – DNA polymerase eta (human) inhibition; Q9Y253; recombinant Pol eta, fluorescent DNA replication assay; 1.2% of 390,000 active; AID 588591; Potency, µM (highest dose often 114 µM), inactives show at the highest dose activity change, negative = inhibition, usual class: inhibitors; further: potency means the concentration at half of the fitted maximal effect; on the % scale 0 is the no-effect control and ±100 the full control effect
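Pol eta at 10 nM preincubated with compounds 15 min at room temperature; reaction started with fluorescent substrate (50 nM final) and read kinetically at 0 and 10 min.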
Active calls of the source: *; ? = inconclusive; nt = not tested or not shown; & = joins results of further samples; [ ] = dose if it differs, or a comment. Unless noted, the call rests on the fitted dose curve; in most records, active means well fitted curve in the direction sought with a large enough effect; inconclusive means small, poorly fitted or top-dose-only effect, or another doubt; inactive means no such curve, though single readings can be large; an effect the other way counts as inactive or inconclusive. Only part of the results is shown; the hit share may differ from the screen's.

SMILES	APE1 inh	Pol kappa inh	RGS4 inh	LDHA block	ALOX12 inh	POLB inh	ERG Ets-DNA blk	Anesthetic bind	POLH inh
CCO[C@H]1OC(C(=O)N2CCN(Cc3ccc4c(c3)OCO4)CC2)=C[C@@H](c2ccc(C(F)(F)F)cc2)[C@@H]1CCCO	-2%	-12%	28%	-2	?	?	-5%	-1%	?
COc1cc(O)c(NC(C)=O)c2nonc12	?	0%	?	15	3%	23%	nt	-10%	8%
CCOC(=O)C1(Cc2cccc(F)c2)CCN(C(=O)C2CCCO2)CC1 (centres undefined)	3%	2%	-31%	-6	-8%	-1%	0%	-7%	-25%
CC(C)(C)C(=O)Nc1c2c(nn1-c1ccc(F)cc1)CSC2	24%	-3%	4%	2	-8%	25%	0%	-4%	-11%
Cn1nnnc1SCC(=O)N1CCN(C(c2ccccc2)c2ccccc2)CC1	7%	-9%	-24%	-2	-23%	-7%	1%	-12%	-21%
O=C(NCc1ccccc1)c1ccc(CSc2nc3cccnc3n2Cc2ccccc2F)cc1	nt	-18%	13%	-33*	?	1%	-7%	-12%	-4%
Cc1ccc(N(C(=O)NC2CCCCC2)C2=NCCCCC2)cc1	2%	-12%	-11%	-5	18%	2%	-1%	-9%	-23%
CCn1cc(CNC(=O)c2cc(COc3ccc(F)cc3F)on2)cn1	-1%	-8%	16%	-4	-6%	?	0%	-14%	-3%
CCCc1nc2ccccc2c(C(=O)OCC(=O)Nc2ccc(S(=O)(=O)N3CCOCC3)cc2)c1CC	3%	-12%	-44%	4	-7%	18%	0%	?	-21%
COC(=O)c1ccccc1NC(=O)N1CCN(c2ccc(F)cc2)CC1	-2%	13%	3%	-1	0%	1%	6%	-16%	-9%
CCN1/C(=C/c2cc[n+](CCCS(=O)(=O)[O-])c3ccccc23)Sc2ccccc21	?	-12%	15%	-18	?	?	?	-11%	-5%
Cc1nn(C)cc1-c1csc(N)n1	-2%	-7%	-21%	-2	5%	-2%	0%	-3%	-10%
CCSc1nnc(NC(=O)c2csc3c2CCC(C)C3)s1 (centres undefined)	-1%	-4%	-6%	0	-9%	-1%	10%	1%	-16%
COc1ccc(C2=NN(C(=O)CSC3=NN4CCCC(=O)N=C4S3)C(c3cccc(OC)c3OC)C2)cc1 (centres undefined)	-3%	-10%	4%	-8	11%	-1%	16%	5%	-7%
COC(=O)c1ccc(CNC(=O)c2c3c(nc4ccccc24)CCN(Cc2ccccc2)C3)cc1	1%	-1%	-37%	0	-12%	40%	5%	-14%	-18%
CCN(CC)c1ccc(CNS(=O)(=O)c2cc3c(cc2C)NC(=O)CO3)cc1	nt	-3%[60.1 µM]	11%	4	?	-4%	7%	-13%	9%
CC1CCC(NC(=O)CCc2cn(Cc3ccc(F)cc3)c3ccccc23)CC1 (centres undefined)	nt	-15%	6%	-7	-14%	26%	-1%	1%	-12%
CCOc1ccc(S(=O)(=O)NCc2cccs2)cc1C(C)C	-16%	-17%	-2%	0	-3%	nt	3%	nt	-17%
C[C@]12CC[C@@H]3c4ccc(O)cc4CC[C@H]3[C@@H]1CC[C@@H]2O	2%&1%&13%&0%&-1%&-4%&0%	0%[60.1 µM]	16%[56.9 µM]	-4	-11%	16%	4%	3%&9%&9%&-1%&0%	1%
Cc1ccc(CN2CCN(Cc3cn[nH]c3C3CCCCC3)CC2CCO)cc1 (centres undefined)	24%	-7%	-2%	-13	-18%	3%	-1%	-19%	-20%

Part of the list above, bar-delimited.
structure | APE1 inh | Pol kappa inh | RGS4 inh | LDHA block | ALOX12 inh | POLB inh | ERG Ets-DNA blk | Anesthetic bind | POLH inh
CCN1/C(=C/c2cc[n+](CCCS(=O)(=O)[O-])c3ccccc23)Sc2ccccc21 | ? | -12% | 15% | -18 | ? | ? | ? | -11% | -5%
Cc1nn(C)cc1-c1csc(N)n1 | -2% | -7% | -21% | -2 | 5% | -2% | 0% | -3% | -10%
CCSc1nnc(NC(=O)c2csc3c2CCC(C)C3)s1 (centres undefined) | -1% | -4% | -6% | 0 | -9% | -1% | 10% | 1% | -16%
COc1ccc(C2=NN(C(=O)CSC3=NN4CCCC(=O)N=C4S3)C(c3cccc(OC)c3OC)C2)cc1 (centres undefined) | -3% | -10% | 4% | -8 | 11% | -1% | 16% | 5% | -7%
COC(=O)c1ccc(CNC(=O)c2c3c(nc4ccccc24)CCN(Cc2ccccc2)C3)cc1 | 1% | -1% | -37% | 0 | -12% | 40% | 5% | -14% | -18%
CCN(CC)c1ccc(CNS(=O)(=O)c2cc3c(cc2C)NC(=O)CO3)cc1 | nt | -3%[60.1 µM] | 11% | 4 | ? | -4% | 7% | -13% | 9%
CC1CCC(NC(=O)CCc2cn(Cc3ccc(F)cc3)c3ccccc23)CC1 (centres undefined) | nt | -15% | 6% | -7 | -14% | 26% | -1% | 1% | -12%
CCOc1ccc(S(=O)(=O)NCc2cccs2)cc1C(C)C | -16% | -17% | -2% | 0 | -3% | nt | 3% | nt | -17%

The results go on:
SMILES	APE1 inh	Pol kappa inh	RGS4 inh	LDHA block	ALOX12 inh	POLB inh	ERG Ets-DNA blk	Anesthetic bind	POLH inh
CC(c1ccc(O)cc1)(c1ccc(O)cc1)c1ccc(CCBr)cc1	14%	-11%	-11%	-2	?	10%	82%[activator]	-2%	-3%
C#CCOCCOCCOCCNc1nc(N2CCN(C(=O)[C@H](CCCN=C(N)N)n3cc(C(N)[C@@H](C)CC)nn3)CC2)nc(N2CCN(C(=O)[C@H](CO)n3cc([C@@H](N)C(C)C)nn3)CC2)n1 (some centres undefined)	-27%	6%	13%	1	10%	nt	6%	nt	1%
CCc1nc2ccc(C(=O)N3CCN(c4cccc(OC)c4)CC3)cc2nc1CC	-7%	-5%	-5%&-5%	2&0	-4%&-15%	26%&-21%	2%&-3%	?	-17%&-19%
COc1ccc(-c2nn(CCC(=O)O)cc2CCC(=O)O)cc1	2%	4%	-4%	-2	130%[activator]	2%	-1%	-10%	-8%
O=C(c1cc(Sc2cccc(Cl)c2)nc2ccccc12)N1CCN(c2ccccn2)CC1	1%	-13%	-1%	-9	-10%	-21%	14%	-15%	3%
Cc1ccc(C(=O)OCC(=O)N(C)C2CCS(=O)(=O)C2)cc1S(=O)(=O)N1CCOCC1 (centres undefined)	-14%	-13%	20%	-5	-1%	nt	1%	nt	1%
CC1(C)CC(CCC(=O)Nc2ccccc2Cl)C(=O)O1 (centres undefined)	-5%	-11%	-11%	-1	-1%	11%	-11%	-1%	-13%
COc1ccc(CCN=C(N)NS(=O)(=O)c2ccc3ccccc3c2)cc1	?	-7%	15%	-6	-19%	10%	-3%	-20%	?
CCN(CC)C(=O)N1CCN(Cc2ccc3c(c2)OCO3)CC1	1%	10%[60.1 µM]	-4%	-1	-6%	-1%	-1%	-7%	-13%
COC(=O)N/N=C/c1cc(Cl)cc(Cl)c1OCc1ccccc1F	-1%	-9%	5%	-9	?	48%	-6%	-6%	-18%
CC1CCN(c2ccc(/C=N/n3nnnc3N)cc2[N+](=O)[O-])CC1	2%	-3%	15%	-8	19%	0%	?	?	-1%
Cc1cccc(-c2cc3nc(C)cc(N4CC(C)CC(C)C4)n3n2)c1 (centres undefined)	3%	-3%	-13%	-4	-20%	47%	-11%	-4%	-20%
Cc1[nH]nc(NNC(=O)c2ccccc2)c1[N+](=O)[O-]	4%	1%	-1%	2	-3%	19%	-12%	-10%	-18%
CCOC(=O)N1CCc2c(sc3c2C(=O)NC(c2ccccc2F)N3)C1 (centres undefined)	nt	-9%	-1%	-3	?	36%	1%	3%	-8%
COc1ccc(CC(=O)N[C@@H]2c3cc(OC)c(OC)cc3C[C@H]2OCc2ccccc2)cc1	-14%	2%	11%	-1	-1%	nt	12%	nt	-2%
CN(C)c1ccc(NC(=O)Nc2ccc3c(c2)nnn3C)cc1	23%	-16%	-6%	2	-7%	4%	11%	-7%	-24%
Cc1ccc(CN(C(=O)COc2cccc([N+](=O)[O-])c2)c2ccccn2)o1	nt	-14%	-22%	-2	-17%	-23%	-5%	-8%	-20%
CCOC(=O)N1CC(C)N(CC(O)CN2CCOCC2)CC1C (centres undefined)	nt	8%	-3%	-3	-27%	nt	8%	nt	-18%
CC(C)(C)OC(=O)NC(Cc1ccccc1)C(O)c1ccco1 (centres undefined)	?	-2%	-17%	nt	nt	nt	nt	?	nt
O=C(C(c1ccccc1)C(O)c1ccccc1)N1CCOCC1 (centres undefined)	nt	-4%	2%	-10	-18%	nt	20%	nt	-2%
O=C(NCCc1ccccc1)C1CC(c2ccccc2O)=NO1 (centres undefined)	-4%	-2%	12%	3	17%	1%	nt	-20%	5%
O=c1[nH]c2ccc(Br)cc2o1	nt	-9%	-3%	-10	-19%	nt	-5%	nt	-11%
CCn1cnc2c1c(=O)n(Cc1ccc(C(=O)OC)cc1)c(=O)n2Cc1ccccc1	-2%	6%	7%	-1	-2%	31%	-1%	-13%	-22%
CC12CCC(=O)N1C(C(=O)Nc1ccccc1F)CS2 (centres undefined)	3%	2%	14%	-5	-20%	nt	-11%	nt	-26%
O=C(N/C(=C/c1cccnc1)C(=O)N1CCCCCC1)c1ccccc1	21%	1%	-1%	-18	-7%	49%	3%	-6%	-5%
CC(C)c1ccc(/C=C/C(=O)Nc2ccc(CN3CCOCC3)cc2)cc1	-3%	-8%	-3%	0	146%[activator]	-28%	32%[activator]	-1%	-7%

Screening results (PubChem)
